Screening results from PubChem BioAssay.
tim10-1 inh – tim10-1 yeast growth inhibition; S. cerevisiae tim10-1 ts strain growth, BacTiter-Glo, 24 h; inhibition, % at 20 µM; 330,000 compounds, 2.2% hits;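 active = inhibition of at least 40%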;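 also: mutant grown at 25 °C; 0% = DMSO wells with yeast and 100% = wells holding no yeast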
TIM10 inh – growth inhibitors of TIM10 yeast strain; S. cerevisiae TIM10 strain growth, BacTiter-Glo luminescence, 24 h; inhibition, % at 10 µM; 330,000 compounds, 1.4% hits; AID 463195;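 active = inhibition of 40% or more at the single tested concentration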;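 also: wild-type TIM10 isogenic control strain grown at permissive 25 °C; 0% = DMSO yeast wells and 100% = minimal medium wells without yeast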
A3A deaminase – inhibitors of human APOBEC3A DNA deaminase. P31941. recombinant A3A, FAM/TAMRA ssDNA deamination fluorescence. inhibition, % at 20 µM. 330,000 compounds, 0.41% hits. AID 493011;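 active = at least 40% inhibition at 20 µM here, with at most 30% in a related deaminase screen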;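 also: plate controls were A3A with DMSO for no effect and wells lacking A3A enzyme for full effect; some results filed as inactive read as strong as hits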
APOBEC3G inh – inhibitors of human APOBEC3G DNA deaminase; Q9HC16; recombinant A3G, ssDNA deamination FAM/TAMRA fluorescence; inhibition, % at 20 µM; 330,000 compounds, 0.28% hits;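 active = inhibition of at least 40% at 20 µM, with no more than 30% in the related APOBEC3A deaminase screen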;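 also: plate controls were DMSO wells with A3G for no effect and wells lacking A3G enzyme for full effect; some compounds called inactive have numbers as strong as hits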
Target sequence (Q9HC16 whole entry, looked up): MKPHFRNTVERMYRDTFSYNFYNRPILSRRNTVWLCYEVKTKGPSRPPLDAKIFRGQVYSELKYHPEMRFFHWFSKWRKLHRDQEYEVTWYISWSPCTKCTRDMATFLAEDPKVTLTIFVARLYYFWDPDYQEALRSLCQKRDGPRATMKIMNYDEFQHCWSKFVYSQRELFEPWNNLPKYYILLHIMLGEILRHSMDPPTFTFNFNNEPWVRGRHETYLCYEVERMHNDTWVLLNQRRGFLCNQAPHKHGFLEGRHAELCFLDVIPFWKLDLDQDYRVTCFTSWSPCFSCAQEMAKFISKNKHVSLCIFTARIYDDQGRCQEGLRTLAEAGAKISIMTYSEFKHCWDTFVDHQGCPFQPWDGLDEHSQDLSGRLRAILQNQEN
beta cell repl – induces beta-cell replication in MIN6 cells | MIN6 cells proliferation, ATPlite luminescence, 48 h; cells starved in 0.2% serum; 100% = growth in 10% serum | 330,000 compounds, 0.29% hits | proliferation, % at 10 µM;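 active = compounds whose signal lies at least 3.5 SD above the mean of all wells on their plate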;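 also: 0% = DMSO-treated cells in low-serum medium and 100% = 10% serum control; some compounds called inactive have numbers as strong as hits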
mIAP inh – mouse IAP inhibition | inhibition, % at 10 µM | 330,000 compounds, 0.2% hits | purified mouse IAP, CDP-Star luminescence, 30 min | AID 2806;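 active = inhibition of at least 40% at 10 µM in the primary screen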;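 also: plate controls were DMSO with enzyme for no effect and no enzyme wells for full effect; values of inactives mirror those of a sister screen read the other way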
NALP3 yeast inh – NALP3 inhibition in yeast; inhibition, % at 10 µM; Yeast reconstituted NLRP3/ASC/caspase-1, beta-gal luminescence, 24 h; 330,000 compounds, 0.39% hits;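 active = inhibition of 50% or more; inactive = inhibition below 50%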;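 also: plate controls were induced DMSO wells for no effect and uninduced yeast grown without galactose for full effect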
mIAP activ – mouse IAP activation. activation factor at 10 µM. muIAP, CDP-Star luminescence, 30 min; active compounds read high; 1 = vehicle-only enzyme signal, 0 = enzyme-free wells. 330,000 compounds, 0.24% hits;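 active = activation factor of at least 2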; also: the source names both 10 and 20 µM as test concentration; values of inactives mirror those of a sister screen read the other way
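Assay system: mouse IAP enzyme; reagent: chemiluminescent substrate CDP-Star; dosing: test compounds delivered from DMSO solution; schedule: 30 min at room temperature; measured by: luminescence from enzymatic CDP-Star hydrolysis; controls: DMSO-only wells and no-enzyme negative control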
hIAP inh – blocks human intestinal alkaline phosphatase; P09923; purified IAP, CDP-Star luminescence, 30 min; 330,000 compounds, 0.12% hits; inhibition, % at 10 µM;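 active = inhibition reaching a set limit with compound at 10 µM in the primary screen, cut at about 35% in these data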;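 also: plate controls were DMSO wells with enzyme for no effect and no-enzyme buffer wells for full effect; values of inactives mirror those of a sister screen read the other way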
Target sequence (P09923 whole entry, looked up): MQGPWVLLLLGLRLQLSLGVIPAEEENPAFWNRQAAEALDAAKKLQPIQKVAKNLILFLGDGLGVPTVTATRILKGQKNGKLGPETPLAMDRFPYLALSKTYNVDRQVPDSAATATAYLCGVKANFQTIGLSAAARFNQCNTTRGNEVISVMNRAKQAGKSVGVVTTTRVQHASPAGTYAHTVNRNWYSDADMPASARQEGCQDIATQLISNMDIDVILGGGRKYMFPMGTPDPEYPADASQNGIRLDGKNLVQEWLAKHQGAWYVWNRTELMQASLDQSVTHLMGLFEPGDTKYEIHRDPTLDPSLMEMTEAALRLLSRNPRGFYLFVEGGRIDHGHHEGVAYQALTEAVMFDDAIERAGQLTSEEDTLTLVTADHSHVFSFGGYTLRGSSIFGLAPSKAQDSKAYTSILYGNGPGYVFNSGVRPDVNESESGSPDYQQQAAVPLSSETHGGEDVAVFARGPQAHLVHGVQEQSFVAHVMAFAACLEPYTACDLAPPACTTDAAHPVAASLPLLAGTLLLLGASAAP
* = called active by the depositor. Not a hit list; any-hit rate near 4.6%.

SMILES	tim10-1 inh	TIM10 inh	A3A deaminase	APOBEC3G inh	beta cell repl	mIAP inh	NALP3 yeast inh	mIAP activ	hIAP inh
CCn1nc(NC(=O)c2ccncc2)c2cc3ccc(C)cc3nc21	15.6	15.7	-0.7	-4.2	-0.8	7.2	31.1	0.928	27.7
Cc1cc(C)n(/N=C/c2cccc([N+](=O)[O-])c2)c(=O)c1	9.9	12.6	1.7	-2.6	-2.0	3.2	-11.7	0.968	14.4
CCN(Cc1ccccc1)c1ccc(/C=N/N2CCOCC2)cc1	26.3	10.1	0.8	-11.1	-0.9	-2.1	28.5	1.02	-0.6
Cn1nccc1CNC(=O)c1c(Cl)cnn1C	16.3	-4.6	0.1	-4.0	0.0	3.6	7.6	0.964	1.1
COc1cc(NC(=O)C2CCCC2)c(OC)cc1Cl	27.4	4.8	-0.2	-1.6	-2.2	-3.5	13.4	1.03	-43.1
COc1ccc(OC)c(-c2c3c([nH]c(=S)c2C#N)CCCC3)c1	12.5	12.8	-1.6	-9.8	1.6	3.9	5.0	0.961	14.6
CCN1CCN(C(=O)C2=CC(c3ccc(C)cc3)=NS(=O)(=O)N2C)CC1	-2.9	0.2	-2.2	-5.3	-3.6	10.6	3.8	0.894	5.2
COc1ccccc1CNc1ccc2nnc(CCNC(=O)c3ccccc3)n2n1	6.9	-1.9	-0.2	-5.7	-2.6	-2.7	-6.6	1.03	-15.3
Cc1cc(NC(=O)CSc2nc3ccccc3c(=O)n2CCCC(=O)NCc2ccco2)n[nH]1	16.0	-18.7	-2.4	0.5	-0.9	-0.9	7.3	1.01	-8.3
CC1CC(C)CN(CCCNC(=O)c2c(O)nc3ccccn3c2=O)C1 (stereo not drawn)	-2.1	-9.3	-3.0	-8.2	2.0	7.1	-2.5	0.929	0.4
Cc1cc(NS(=O)(=O)c2ccc(NS(=O)(=O)c3cc(C)c(Cl)cc3Cl)cc2)no1	-10.3	2.6	-0.2	-5.6	5.4	-1.0	-0.6	1.01	-1.3
CSc1cccc(NC(=O)CCS(=O)(=O)c2cccc3nonc23)c1	-5.1	4.7	5.0	3.9	-0.5	0.8	22.8	0.992	12.2
CCc1ccc(NC(=O)C(C)OC(=O)c2ccc(-n3cnnn3)cc2)cc1 (stereo not drawn)	6.8	8.6	1.4	-6.6	5.0	6.1	16.9	0.939	5.2
O=C(O)c1cccc(-c2ccc(/C=N/NC(=O)c3cccnc3)o2)c1	5.0	-15.6	18.9	-0.2	0.0	11.6	8.1	0.884	-5.0
Oc1ccc(-c2cn3cc(C(F)(F)F)ccc3n2)cc1	5.1	8.3	-3.7	6.1	-2.7	-3.5	25.1	1.03	7.7
COc1ccc(-c2csc3nc(C(C)C)oc(=O)c23)cc1OC	33.5	-0.5	1.6	1.4	1.1	-2.3	2.4	1.02	-3.2
c1ccc(COC2CCCN(Cc3nc(-c4cnccn4)no3)C2)cc1 (stereo not drawn)	26.2	-11.3	-2.1	2.5	-1.6	-12.5	-10.1	1.12	-13.5
O=C(O)C1CC(=O)N(c2ccc(F)c(F)c2)C1 (stereo not drawn)	-8.7	-6.3	-4.2	-5.3	1.5	2.5	15.0	0.975	3.1
Cc1noc(C)c1CSc1nc2sc(C)c(C)c2c(=O)n1C1CCCC1	10.7	19.2	-3.2	-5.1	-5.6	0.0	7.0	1	14.0
O=C(O)CSc1nnnn1C1CCCCC1	1.5	9.8	-0.7	-3.4	-0.6	0.8	9.9	0.992	1.3
COc1cc(NC(=O)c2[nH]c(C)c(C(C)=O)c2C)cc(OC)c1OC	-1.9	14.2	-3.1	-8.0	-4.8	9.5	7.5	0.905	-2.0
O=C(NC(=S)Nc1cccc2c(O)cccc12)c1ccccc1[N+](=O)[O-]	22.1	-1.4	0.0	11.7	-7.7	16.3	-2.1	0.837	2.4
Cn1c(=O)oc2cc(S(=O)(=O)Nc3ccc4c(c3)OCO4)ccc21	1.7	-3.3	-1.4	-4.2	-1.0	-2.3	6.2	1.02	-19.0
Clc1ccccc1CN1CCSCC1	3.7	-0.4	-7.4	-4.3	-2.5	13.8	19.0	0.862	-8.7
Cc1nn(-c2ccccc2)c2nc(N)c(C(N)=O)cc12	-1.4	-4.5	-1.3	-6.1	5.2	-1.5	18.1	1.01	-3.9
Carrying on.
SMILES	tim10-1 inh	TIM10 inh	A3A deaminase	APOBEC3G inh	beta cell repl	mIAP inh	NALP3 yeast inh	mIAP activ	hIAP inh
Cc1cc(=O)n2[nH]c(SCc3ccccc3Cl)nc2n1	-0.4	2.0	-5.8	-10.0	-2.7	4.2	18.3	0.958	-1.4
CC(=O)NC1=NN(C(C)=O)C(C)(c2ccc3ccccc3c2)S1 (stereo not drawn)	-2.3	2.9	-0.3	-4.7	-2.4	-3.8	8.7	1.04	-0.3
Cn1cccc1C(=O)N/N=C/c1c(Cl)cccc1Cl	25.8	13.6	-0.6	-0.6	-0.4	4.7	42.0	0.953	3.6
CCCc1cc2c(=O)c(-c3cscn3)c(C(=O)OCC)oc2cc1O	25.4	25.7	-2.8	-9.8	1.9	10.5	7.4	0.895	9.0
CN(C)S(=O)(=O)c1ccc(C(=O)Nc2ccccn2)cc1	17.6	16.6	-7.1	-7.0	2.6	3.8	12.2	0.962	-2.8
O=C(NCC1CCCO1)C(=O)NCC(c1ccco1)N1CCN(c2ccccc2F)CC1 (stereo not drawn)	10.1	10.9	2.8	-8.0	0.0	-7.2	6.9	1.07	0.7
Cc1cc(C)c(CNC(=O)c2cc(C3CC3)nc3c2cnn3C(C)C)c(=O)[nH]1	-10.0	5.5	3.9	-6.6	-1.0	5.4	15.6	0.946	4.7
O=C(Nc1nccs1)c1cncc(Br)c1	18.1	-2.7	-2.9	-3.3	-0.3	-3.1	22.5	1.03	-12.3
O=C(NCCc1ccccc1)C(=O)NCC1OCCN1S(=O)(=O)c1ccc(Cl)cc1 (stereo not drawn)	1.4	-14.4	-6.1	-3.3	-4.1	-1.2	5.0	1.01	-2.1
CCC(=O)NC1(C(F)(F)F)C(=O)Nc2c1c(=O)[nH]c(=O)n2CC(C)C (stereo not drawn)	-12.6	-2.2	-1.4	-3.9	1.7	1.5	8.1	0.985	-1.5
Cc1ccc(C)c(NC(=O)CN(C)C(=O)c2ccc3ncsc3c2)c1	-21.0	4.7	1.2	-9.0	1.5	-0.6	11.7	1.01	-13.1
CCCCn1c(N)c(N(CC(C)C)C(=O)c2ccc(Br)o2)c(=O)[nH]c1=O	5.0	5.3	-2.7	-7.5	-4.6	4.0	21.7	0.96	-5.4
CCCCN(CC)C(=O)Cn1cnc2sc(C)c(S(=O)(=O)N3CCC(C)CC3)c2c1=O	6.5	14.0	2.0	-0.7	-1.6	8.0	23.7	0.92	14.7
COc1ccc(CCN=C(N)NS(=O)(=O)c2ccc(OC)cc2)cc1	2.0	0.0	1.7	-1.3	1.2	11.2	13.7	0.888	-8.9
Nc1ccc2c(c1)C(=O)N(CC1CCCO1)C2=O (stereo not drawn)	4.7	-8.2	-4.3	-6.7	-1.7	-10.0	13.5	1.1	-16.0
CC1CCCCN1C(=O)c1cc2ccccc2cc1O (stereo not drawn)	6.9	14.9	3.1	0.3	-1.1	0.4	15.6	0.996	-23.7
Cc1c(NC(=O)CN(C)CC(=O)Nc2ccc(F)c(F)c2F)c(=O)n(-c2ccccc2)n1C	-4.7	-11.8	-1.6	-7.5	-1.0	-5.1	10.4	1.05	-109.3
Cc1cccc(C(=O)NCC(=O)OCC(=O)NCCNC(=O)COC(=O)CNC(=O)c2cccc(C)c2)c1	7.7	4.9	2.8	1.0	2.3	-6.4	23.3	1.06	2.1
COc1cc(NC(=O)Cc2ccccc2)nc(OC)n1	-7.2	-8.1	0.1	-2.8	-1.7	-3.5	25.2	1.03	-14.2
CC1CCCN(c2ccc(C(=O)NCc3ccco3)cc2[N+](=O)[O-])C1 (stereo not drawn)	32.5	6.7	0.5	0.8	0.0	16.8	16.0	0.832	2.9
CCOC(=O)c1c(NC(=O)CN2CCCCC2)sc2c1CCC(C=O)=C2Cl	5.2	3.5	0.4	-2.8	-3.1	48.6*	12.1	0.514	8.2
CCCN=C(C)c1c(-c2ccccc2)[nH]n(-c2nc3ccccc3s2)c1=O	27.3	45.4*	-1.1	-3.7	-1.4	12.3	13.2	0.877	16.4
CCC1CCCCN1C(=S)Nc1ccc(S(=O)(=O)Nc2ncccn2)cc1 (stereo not drawn)	14.4	3.8	2.7	2.0	-4.3	1.1	11.3	0.989	-15.1
COCCn1c(C)cc(C(=O)CSc2cc(C)c3ccc(OC)cc3n2)c1C	17.4	12.9	-2.9	-7.8	-4.8	15.4	8.6	0.846	12.1
CCOc1ccccc1OCC(=O)Nc1ccc2[nH]c(=O)[nH]c2c1	3.1	5.1	-2.8	-11.8	0.7	10.1	13.3	0.899	14.5
CCOC(=O)N1CCC(NC(=O)c2sc3nc4n(c(=O)c3c2C)CCCC4)CC1	13.5	5.4	-4.8	-5.5	-0.1	-10.8	4.2	1.11	6.5

Reprinted from above, 10 compounds:
SMILES	tim10-1 inh	TIM10 inh	A3A deaminase	APOBEC3G inh	beta cell repl	mIAP inh	NALP3 yeast inh	mIAP activ	hIAP inh
Cc1cc(=O)n2[nH]c(SCc3ccccc3Cl)nc2n1	-0.4	2.0	-5.8	-10.0	-2.7	4.2	18.3	0.958	-1.4
CC(=O)NC1=NN(C(C)=O)C(C)(c2ccc3ccccc3c2)S1 (stereo not drawn)	-2.3	2.9	-0.3	-4.7	-2.4	-3.8	8.7	1.04	-0.3
Cn1cccc1C(=O)N/N=C/c1c(Cl)cccc1Cl	25.8	13.6	-0.6	-0.6	-0.4	4.7	42.0	0.953	3.6
CCCc1cc2c(=O)c(-c3cscn3)c(C(=O)OCC)oc2cc1O	25.4	25.7	-2.8	-9.8	1.9	10.5	7.4	0.895	9.0
CN(C)S(=O)(=O)c1ccc(C(=O)Nc2ccccn2)cc1	17.6	16.6	-7.1	-7.0	2.6	3.8	12.2	0.962	-2.8
O=C(NCC1CCCO1)C(=O)NCC(c1ccco1)N1CCN(c2ccccc2F)CC1 (stereo not drawn)	10.1	10.9	2.8	-8.0	0.0	-7.2	6.9	1.07	0.7
Cc1cc(C)c(CNC(=O)c2cc(C3CC3)nc3c2cnn3C(C)C)c(=O)[nH]1	-10.0	5.5	3.9	-6.6	-1.0	5.4	15.6	0.946	4.7
O=C(Nc1nccs1)c1cncc(Br)c1	18.1	-2.7	-2.9	-3.3	-0.3	-3.1	22.5	1.03	-12.3
O=C(NCCc1ccccc1)C(=O)NCC1OCCN1S(=O)(=O)c1ccc(Cl)cc1 (stereo not drawn)	1.4	-14.4	-6.1	-3.3	-4.1	-1.2	5.0	1.01	-2.1
CCC(=O)NC1(C(F)(F)F)C(=O)Nc2c1c(=O)[nH]c(=O)n2CC(C)C (stereo not drawn)	-12.6	-2.2	-1.4	-3.9	1.7	1.5	8.1	0.985	-1.5
